Wee1 degr inh: Wee1 degradation inhibitors, primary screen, cell-based, HeLa, Wee1K328M-luciferase, luminescence; reporter increase, % at 5 µM; 220,000 tested, 1.2% active; HeLa Luc-Wee1K328M stability; 100% = proteasome inhibitor MG132 effect; Wee1-like protein kinase (Homo sapiens), P30291;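 active = activation above the mean of all tested compounds plus 3 SD, set per screening run, cut at about 8.8% in these data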;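 also: cells exposed to compound for 20 h before luminescence read; 0% = DMSO alone and 100% = MG132 at 30 µM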
TNF necrop inh: inhibitors of TNF-alpha triggered necroptosis, primary screen, cell-based, Jurkat FADD-/-, single concentration | Jurkat FADD-/- TNF necroptosis rescue, ATP luminescence, 24 h; 0 = TNF only, 100 = no-TNF cells | AID 463075, 2010 | activation (protection from cell death), % at 10 µM | 220,000 tested, 0.068% active;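 active = activation, meaning protection from cell death, of at least 50% relative to plate controls; inactive = activation below 50%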;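 also: necroptosis triggered by 40 ng/mL TNF-alpha added together with compound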
CHOP inhibitor: inhibitors of CHOP promoter induction, primary screen, cell-based, unfolded protein response, luciferase reporter | CHO-K1 CHOP-promoter luciferase, tunicamycin-induced, 15-18 h | inhibition, % at 10 µM | 220,000 tested, 3.8% active | AID 2732, 2010;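 active = compounds that reduced the stress-induced luciferase reporter signal by more than about 70% of percent inhibition, limit read from the data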;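 also: 0% = tunicamycin plus vehicle and 100% = wells without tunicamycin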
PGE2 EP2 inh: human EP2 receptor antagonists, primary screen, TR-FRET cAMP, C6 glioma cells. 260,000 tested, 0.52% active. Prostaglandin E2 receptor EP2 subtype (Homo sapiens), P43116. C6 glioma cells expressing human EP2; cells stimulated with saturating PGE2. inhibition, % at 25 µM;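 active = percent inhibition above 40 after rounding to a whole number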;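 also: rat C6 glioma host cells with rolipram phosphodiesterase inhibitor present; the protocol text gives 20 µM as final concentration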
Target sequence (P43116 whole entry, looked up): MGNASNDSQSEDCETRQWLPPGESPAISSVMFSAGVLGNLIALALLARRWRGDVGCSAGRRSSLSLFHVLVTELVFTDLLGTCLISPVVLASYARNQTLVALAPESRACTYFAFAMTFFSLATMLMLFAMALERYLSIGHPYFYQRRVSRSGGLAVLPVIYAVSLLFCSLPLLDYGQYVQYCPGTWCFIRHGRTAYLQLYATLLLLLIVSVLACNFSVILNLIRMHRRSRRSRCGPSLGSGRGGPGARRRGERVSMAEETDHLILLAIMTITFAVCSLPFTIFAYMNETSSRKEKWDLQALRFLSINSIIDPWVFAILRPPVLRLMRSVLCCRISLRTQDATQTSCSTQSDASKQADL
zVAD death inh: inhibitors of zVAD-triggered necroptosis, primary screen, L929 cells. viability rescue, % at 10 µM. L929 zVAD necroptosis rescue, ATP luminescence, 24 h; with zVAD 60 µM. 220,000 tested, 0.38% active;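 active = activation, scaled between plate controls, above about 75%, limit read from the data; inactive = activation under that limit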;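 also: 0% = zVAD with DMSO and 100% = DMSO alone without zVAD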
FXIIa inh: human FXIIa protease inhibitors, primary screen, biochemical, 1536-well | purified FXIIa, Boc-QGR-AMC fluorogenic substrate, 2 h | inhibition, % at 5 µM | 220,000 tested, 0.3% active | AID 800, 2007; in the data active = inhibition above about 40%;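 also: 0% = enzyme with no compound and 100% = blank without enzyme; many of its hits are not listed in these tables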
Tb hexokinase: Trypanosoma brucei hexokinase 1 inhibitors, primary screen, biochemical, G6PDH-coupled NADH absorbance, MLSCN library; AID 1430, 2008; 220,000 tested, 0.11% active; hexokinase 1 [Trypanosoma brucei]; inhibition, % at 10 µM; recombinant TbHK1, G6PDH-coupled NADH A340;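 active = inhibition of 50% or more in the single-dose primary screen; inactive = inhibition below 50%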
PPC-1+TRAIL kill: compounds killing PPC-1 cancer cells with TRAIL present, primary screen, TRAIL potentiator project, ATPLite luminescence, uHTS; PPC-1 cells + TRAIL, ATPLite viability luminescence; 220,000 tested, 0.41% active; cell killing (% activity), % at 4 µM;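 active = cell killing above 50% in the first pass at 4 µM, then a duplicate retest at 5 µM averaging 50% or more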;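 also: plate controls were cells with TRAIL plus DMSO for no effect and medium-only wells lacking cells for full effect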
FXIa inh 1536: human FXIa protease inhibitors, primary screen, biochemical, 1536-well; purified FXIa, Boc-Glu-Ala-Arg-AMC fluorogenic substrate; 220,000 tested, 0.14% active; inhibition, % at 5 µM;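 active = inhibition of at least 40%; inactive = inhibition below 40%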;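 also: fluorescence of freed AMC excited at 355 nm; 0% = enzyme without compound and 100% = no enzyme blank; many of its hits are not listed in these tables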
Target sequence (P03951 19-387 limits assumed): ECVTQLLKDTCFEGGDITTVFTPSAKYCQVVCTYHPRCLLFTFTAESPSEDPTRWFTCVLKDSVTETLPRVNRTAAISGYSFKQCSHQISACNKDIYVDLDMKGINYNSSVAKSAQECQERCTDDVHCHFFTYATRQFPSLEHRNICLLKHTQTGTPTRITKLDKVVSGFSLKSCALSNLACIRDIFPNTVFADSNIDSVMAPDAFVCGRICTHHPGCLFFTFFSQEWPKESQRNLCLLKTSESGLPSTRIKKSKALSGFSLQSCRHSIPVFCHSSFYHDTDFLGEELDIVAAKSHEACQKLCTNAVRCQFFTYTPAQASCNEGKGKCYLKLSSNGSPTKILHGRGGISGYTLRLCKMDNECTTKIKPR
Target sequence (P03951 388-625 limits assumed): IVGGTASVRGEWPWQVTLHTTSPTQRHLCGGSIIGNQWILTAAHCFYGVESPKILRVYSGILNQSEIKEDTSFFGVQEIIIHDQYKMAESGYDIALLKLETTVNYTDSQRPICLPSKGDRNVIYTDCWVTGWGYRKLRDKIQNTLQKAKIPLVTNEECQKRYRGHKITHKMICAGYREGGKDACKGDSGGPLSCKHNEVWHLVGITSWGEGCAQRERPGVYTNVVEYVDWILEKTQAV
Active calls of the source: *; · = not tested or not shown. This is a subset; rates above refer to the full screens.

SMILES | Wee1 degr inh | TNF necrop inh | CHOP inhibitor | PGE2 EP2 inh | zVAD death inh | FXIIa inh | Tb hexokinase | PPC-1+TRAIL kill | FXIa inh 1536
COc1cc(NC(=O)c2ccc(N)nc2)cc(C(=O)Nc2cccc(C(F)(F)F)c2)c1 | · | 4.7 | -12 | 33 | 31 | 2 | -12 | 14 | -4
CCC(=O)n1nc(-c2cccnc2)nc1NCc1ccc(OC)cc1 | 0 | 0.0 | 36 | 8 | 0.6 | 9 | -4 | 19 | -1
Clc1ccc2nncn2n1 | 1 | 0.2 | -24 | 6 | 0.0 | 1 | 0 | 7 | -5
O=C(c1cccc(Br)c1)N1CCN(c2cnn(-c3ccccc3)c(=O)c2Cl)CC1 | -4 | 1.3 | 10 | 5 | -0.3 | 15 | -11 | 0 | -2
CCN(CC)S(=O)(=O)c1ccc(N(C)C)c(NC(=O)C2CCCC2)c1 | 2 | 0.1 | 17 | 12 | -0.4 | 7 | -13 | 1 | -2
COC(=O)/C=C/c1c(C)[nH]c(=O)[nH]c1=O | -3 | 1.7 | 1 | 8 | 0.0 | 5 | -25 | 2 | 2
N#Cc1nc(COc2ccccc2)oc1N1CCCC1 | 5 | -0.8 | 44 | · | 0.4 | -5 | -1 | 6 | 1
COc1ccc(/C=N/NC(=O)CCN2CCCCC2c2cccnc2)cc1Cn1cc([N+](=O)[O-])cn1 (stereo not given) | -1 | 4.4 | 17 | 15 | 1.0 | 4 | -11 | -14 | 1
CCCN1CCC(NC(=O)Nc2ccc(F)cc2F)CC1 | -3 | 0.8 | -16 | 7 | 1.6 | 11 | 7 | -11 | -1
COc1ccc(-c2csc(NC(=O)c3ccoc3C)n2)cc1 | 2 | 3.9 | 34 | 10 | 2.5 | -4 | -3 | -10 | -5
O=C(COC(=O)C1CCC(=O)N1)Nc1ccc(Br)cc1 (stereo not given) | -2 | 1.4 | -9 | 6 | -0.6 | 14 | 1 | 2 | 4
O=C(CSc1nc2sc3c(c2c(=O)n1-c1ccccc1)CCCC3)NCc1ccco1 | -2 | 3.1 | 84* | · | 0.3 | 13 | -8 | 8 | 7
COc1ccc(NC2c3ncccc3C(=O)N2Cc2ccccc2)c(OC)c1 (stereo not given) | 5 | -1.7 | 6 | 7 | 0.1 | -17 | -10 | 31 | -12
COc1ccc(OC)c(NC(=O)c2ccc(CN(c3cc(Cl)ccc3C)S(=O)(=O)c3ccccc3)cc2)c1 | 6 | 1.8 | 6 | 7 | 4.2 | 13 | -29 | 7 | 3
CC(=O)Nc1cc(C)nn1-c1nc2ccccc2s1 | -1 | -0.2 | 16 | 13 | 1.2 | 3 | -1 | 6 | -1
COc1ccc(NC(=O)c2cc3n(n2)C(C(F)(F)F)CC(c2ccco2)N3)cc1 (stereo not given) | 3 | -1.9 | 48 | 14 | -0.3 | 13 | 4 | -6 | -1
Cc1ccccc1N(C(=O)c1cccs1)c1nc2ccccc2s1 | 0 | 0.6 | 42 | · | -0.1 | 17 | 0 | 25 | 3
COc1ccc(CNC(=O)C(C)Sc2ccc(C)cc2)cc1 (stereo not given) | 0 | 1.9 | 0 | 14 | 0.7 | 0 | 12 | 4 | 3
Cc1ccc(NC(=O)CN(C)CC(=O)Nc2ccccc2C#N)cc1 | 0 | -0.1 | -3 | 4 | 1.2 | -2 | 1 | 13 | -21
Cc1ccc(-c2nnc(-n3ncc(C#N)c3N)c3ccccc23)cc1C | 4 | 1.5 | 14 | 7 | 0.1 | 12 | 1 | 3 | 5
CC(C)NC(=S)N/N=C/c1ccc(N2CCOCC2)cc1 | -1 | 1.1 | 3 | 10 | 0.1 | 6 | -54 | -19 | 6
CC(Cl)C(=O)NNC(=O)CNS(=O)(=O)c1ccccc1 (stereo not given) | -3 | 1.5 | -19 | 3 | -1.3 | 5 | -7 | · | 1
COc1ccc(CCNC(=O)CSc2nnc(Cc3cccn3C)n2C)cc1OC | -1 | -0.8 | 4 | 7 | 15 | 8 | -5 | · | -3
CCOC(=O)C1CCCN(CC(=O)/C=C2/N(C)c3ccccc3C2(C)C)C1 (stereo not given) | -4 | -3.0 | 48 | 19 | -0.2 | -9 | -36 | 0 | -8
O=C1c2c(O)cc(O)cc2O[C@@]12c1c(cc(O)c3c1O[C@H](c1ccc(O)cc1)[C@@H](O)C3)O[C@@H]2c1ccc(O)cc1 | 2 | -1.2 | -6 | 8 | 4.3 | 16 | -18 | 1 | 8
CCn1c(SCC(=O)N/N=C\c2ccccc2OCC(=O)O)nnc1-c1ccc(Cl)cc1 | 2 | -1.9 | -8 | 9 | -0.1 | 4 | -6 | 4 | -1
COc1ccccc1-c1cc(C(F)(F)F)nc(S(=O)(=O)CCCC(=O)O)n1 | -1 | -8.2 | -33 | 8 | 0.9 | 19 | -19 | 13 | 1
Cc1cccc(N2CCN(S(=O)(=O)c3ccc4c(c3)n(C)c(=O)c(=O)n4C)CC2C)c1 (stereo not given) | -1 | -1.1 | 68 | 4 | 0.2 | -3 | -11 | 9 | 2
CCOC(=O)C1CCN(c2c(NCCCN3CCN(Cc4ccccc4)CC3)c(=O)c2=O)CC1 | 2 | -2.9 | 17 | 8 | 0.6 | 8 | 0 | 13 | 0
CCN(CC(=O)NCc1ccc(F)cc1)C(=O)/C=C/c1ccco1 | 1 | 0.5 | 12 | 3 | 0.6 | 6 | 1 | 11 | -4
O=C(Nc1ccc(-c2nc3ccccc3[nH]2)cc1)C1CCCO1 (stereo not given) | 3 | -12 | 17 | 8 | -0.1 | -3 | -9 | 21 | 3
CCN(CC)CCC(c1cc(OC)c(OC)c(OC)c1)c1c(OC)cc(OC)c2ccc(=O)oc12 (stereo not given) | · | 2.1 | 20 | 12 | 0.8 | 11 | -35 | 3 | 1
N=c1ccn(Cc2ccc(F)cc2)cc1 | -3 | 0.5 | 5 | 7 | 0.7 | 4 | -3 | -28 | -3
CCc1ccccc1NC(=O)NC1CC2CCC(C1)N2Cc1cccs1 (stereo not given) | 0 | -0.4 | 11 | 27 | 0.0 | 21 | 1 | 7 | 3
CCc1ccc(N(CC(=O)Nc2ccc(OC)cc2OC)S(C)(=O)=O)cc1 | 1 | 0.3 | 6 | 11 | 0.1 | 0 | -2 | -14 | 7
CCOC(=O)c1cnc2c(Cl)cccc2c1NCCN1CCOCC1 | -1 | 1.2 | 15 | 2 | -0.2 | 1 | -9 | 21 | -6
COc1ccc(-c2nc3c(n2O)CCc2c-3no[n+]2[O-])cc1 | 2 | -0.3 | 5 | 5 | -0.4 | 13 | -30 | -6 | 1
O=C(CSCc1ccc([N+](=O)[O-])cc1)NC1CC2CCC1C2 (stereo not given) | -3 | 63* | -7 | 9 | 5.1 | 7 | -2 | -5 | 6
CC(=O)c1ccc(S(=O)(=O)N2CCCCC2C(=O)O)cc1 (stereo not given) | 2 | 1.7 | -4 | 1 | 1.8 | 12 | -2 | 6 | 4
CC1CN(C2CCN(S(=O)(=O)c3ccc4ccccc4c3)CC2)CC(C)O1 (stereo not given) | -1 | -1.6 | -3 | 9 | 0.0 | 13 | -14 | 11 | 0
Cc1ccc(P(=O)(O)c2ccc(C)cc2)cc1 | -3 | 0.0 | 9 | 9 | 0.2 | 4 | 6 | 5 | -6
CCC(=O)N/N=C(\C)CC(=O)Nc1ccc2ccccc2c1 | -2 | -3.4 | 16 | 8 | -0.4 | 12 | -1 | 10 | 7
Cc1ccc(CNC(=O)C23CN(Cc4ccccc4)CC2C(c2ccc([N+](=O)[O-])cc2)=NO3)o1 (stereo not given) | -3 | -3.0 | 16 | 5 | 0.0 | 3 | 2 | 12 | -4
COCCn1c(N)c(C(=O)Nc2sc3c(c2C(=O)OC)CCCC3)c2nc3ccccc3nc21 | -2 | 0.0 | -23 | 4 | 0.0 | -15 | -34 | 3 | -7
CCCOc1ccc(/C=C/C(=O)NCc2ccccc2)cc1 | 1 | 0.4 | 39 | 13 | -0.6 | 2 | -1 | 11 | -1
c1ccc(-c2noc(CN3CCN(c4cnccn4)CC3)n2)cc1 | 5 | -1.0 | 35 | 2 | -0.5 | 2 | -10 | 20 | -1
CC(=O)N1N=C(c2cccc(Cl)c2)OC1c1ccc(C(C)C)cc1 (stereo not given) | 1 | 0.2 | 43 | 9 | 0.4 | 6 | -4 | 2 | -7
CC(=O)OC1CCC2(C)C(=CCC3C2CCC2(C)C3CC3OC4(CCC(C)CN4)C(C)C32)C1 (stereo not given) | 0 | 1.8 | -30 | 12 | -0.6 | 4 | -6 | 12 | 1
NC1=NC(=Nc2cccc(S(N)(=O)=O)c2)c2ccccc21 | -1 | -7.1 | 7 | 11 | -0.1 | 16 | -31 | 14 | 6
O=C(/C=C/c1ccc(Cl)c([N+](=O)[O-])c1)NCc1cccnc1 | 2 | -2.9 | · | 13 | -0.1 | · | -3 | · | ·

Pulled one by one from the entries so far (four):
SMILES | Wee1 degr inh | TNF necrop inh | CHOP inhibitor | PGE2 EP2 inh | zVAD death inh | FXIIa inh | Tb hexokinase | PPC-1+TRAIL kill | FXIa inh 1536
NC1=NC(=Nc2cccc(S(N)(=O)=O)c2)c2ccccc21 | -1 | -7.1 | 7 | 11 | -0.1 | 16 | -31 | 14 | 6
CC(=O)N1N=C(c2cccc(Cl)c2)OC1c1ccc(C(C)C)cc1 (stereo not given) | 1 | 0.2 | 43 | 9 | 0.4 | 6 | -4 | 2 | -7
CC(=O)OC1CCC2(C)C(=CCC3C2CCC2(C)C3CC3OC4(CCC(C)CN4)C(C)C32)C1 (stereo not given) | 0 | 1.8 | -30 | 12 | -0.6 | 4 | -6 | 12 | 1
O=C(/C=C/c1ccc(Cl)c([N+](=O)[O-])c1)NCc1cccnc1 | 2 | -2.9 | · | 13 | -0.1 | · | -3 | · | ·

Grouped by structure: the entries above with an aryl thioether with sulfur outside any ring.
SMILES | Wee1 degr inh | TNF necrop inh | CHOP inhibitor | PGE2 EP2 inh | zVAD death inh | FXIIa inh | Tb hexokinase | PPC-1+TRAIL kill | FXIa inh 1536
O=C(CSc1nc2sc3c(c2c(=O)n1-c1ccccc1)CCCC3)NCc1ccco1 | -2 | 3.1 | 84* | · | 0.3 | 13 | -8 | 8 | 7
COc1ccc(CNC(=O)C(C)Sc2ccc(C)cc2)cc1 (stereo not given) | 0 | 1.9 | 0 | 14 | 0.7 | 0 | 12 | 4 | 3
COc1ccc(CCNC(=O)CSc2nnc(Cc3cccn3C)n2C)cc1OC | -1 | -0.8 | 4 | 7 | 15 | 8 | -5 | · | -3
CCn1c(SCC(=O)N/N=C\c2ccccc2OCC(=O)O)nnc1-c1ccc(Cl)cc1 | 2 | -1.9 | -8 | 9 | -0.1 | 4 | -6 | 4 | -1

Source: PubChem BioAssay (several laboratories)
